Bioassay records (PubChem)
CHRM4 PAM – human M4 muscarinic receptor positive allosteric modulators, primary screen, CHO-K1 cells, Fluo-8 calcium fluorescence; CHO-K1 hM4/Gqi5, ACh EC20; 0% = ACh EC20, 100% = maximal ACh; 360,000 compounds, 0.4% hits; AID 624126, 2012; activation, % at 3 µM; Muscarinic acetylcholine receptor M4 (Homo sapiens), P08173;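 active means activation above its plate's cutoff, the mean activation of sample wells plus 3 SD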; further: some results filed as inactive read as strong as hits
Target sequence (P08173 whole entry, looked up): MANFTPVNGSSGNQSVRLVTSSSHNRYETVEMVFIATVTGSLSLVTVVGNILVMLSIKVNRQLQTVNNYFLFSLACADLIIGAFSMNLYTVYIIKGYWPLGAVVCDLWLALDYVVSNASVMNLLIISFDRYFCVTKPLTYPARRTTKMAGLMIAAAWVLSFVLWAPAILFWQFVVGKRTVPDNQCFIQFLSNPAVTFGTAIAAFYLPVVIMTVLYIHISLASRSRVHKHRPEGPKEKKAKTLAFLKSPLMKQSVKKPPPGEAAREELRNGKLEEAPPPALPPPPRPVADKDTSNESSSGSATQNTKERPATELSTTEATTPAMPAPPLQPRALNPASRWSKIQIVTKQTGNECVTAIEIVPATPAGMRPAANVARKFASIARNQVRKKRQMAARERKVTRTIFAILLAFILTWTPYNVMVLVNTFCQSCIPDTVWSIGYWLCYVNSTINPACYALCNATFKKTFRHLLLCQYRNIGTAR
CRFBP-R2 block – antagonists of CRF-BP/CRF-R2 complex, primary screen, cell-based, HEK293, calcium dye fluorescence, uHTS | inhibition, % at 11.8 µM | 350,000 compounds, 0.59% hits | CRF-induced calcium fluorescence;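 active means inhibition of the ligand-induced calcium signal above about 50% at the single tested concentration, limit read from the data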
CHRM5 antagonist – human M5 muscarinic receptor antagonists, primary screen, CHO cells, Fluo-8 calcium fluorescence. 360,000 compounds, 0.59% hits. Muscarinic acetylcholine receptor M5 (Homo sapiens), P08912. inhibition, % at 3 µM. CHO-hM5 cells, ACh EC80;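 active means inhibition above a per-plate cutoff, the mean of that plate's test compounds plus 3 SD, cut at about 27% in these data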;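 further: 0% = acetylcholine EC80 with DMSO and 100% = DMSO without agonist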
Target sequence (P08912 whole entry, looked up): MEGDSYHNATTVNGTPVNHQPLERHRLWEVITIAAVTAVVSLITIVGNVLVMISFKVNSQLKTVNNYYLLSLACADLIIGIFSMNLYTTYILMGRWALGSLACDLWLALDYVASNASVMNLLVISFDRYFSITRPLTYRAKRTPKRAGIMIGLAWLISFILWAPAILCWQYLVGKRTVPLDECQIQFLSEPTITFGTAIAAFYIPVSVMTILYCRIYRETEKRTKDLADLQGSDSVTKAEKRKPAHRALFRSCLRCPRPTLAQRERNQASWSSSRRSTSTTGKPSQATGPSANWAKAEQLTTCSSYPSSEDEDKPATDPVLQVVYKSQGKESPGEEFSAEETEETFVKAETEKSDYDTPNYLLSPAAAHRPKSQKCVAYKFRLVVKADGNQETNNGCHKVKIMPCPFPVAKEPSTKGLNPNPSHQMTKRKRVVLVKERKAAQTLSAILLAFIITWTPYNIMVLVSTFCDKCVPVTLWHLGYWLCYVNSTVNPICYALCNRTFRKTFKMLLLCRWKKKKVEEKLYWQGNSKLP
IDE inh – human IDE inhibitors in live cells, primary screen, fluorescence polarization, HEK cells, FAbetaB substrate | Insulin-degrading enzyme (Homo sapiens), P14735 | FAbetaB cleavage | inhibition, % at 5.59 µM | 320,000 compounds, 0.41% hits;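 active means percent inhibition above the average of all tested compounds plus 3 SD, set per screening campaign, cut at about 16% in these data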;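 further: IDE supplied by intact live HEK cells; FP after avidin binding of uncleaved biotin substrate so inhibition keeps polarization high; 0% = DMSO wells and 100% = 60 µM reference IDE inhibitor Ii1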
CHRM4 agonist – human M4 muscarinic receptor agonists, primary screen, CHO-K1 cells, Fluo-8 calcium fluorescence; Muscarinic acetylcholine receptor M4 (Homo sapiens), P08173; CHO-K1 hM4/Gqi5; vehicle 0%, full acetylcholine response 100%; activation, % at 3 µM; 360,000 compounds, 0.14% hits; AID 624127, 2012;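 active means activation above the run mean over all test wells plus 3 SD, cut at about 32% in these data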;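 further: peak over basal fluorescence ratio per well then scaled between controls; 0% = DMSO wells and 100% = acetylcholine at EC100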
CHRM4 antagonist – human M4 muscarinic receptor antagonists, primary screen, CHO cells, Fluo-8 calcium fluorescence; Muscarinic acetylcholine receptor M4 (Homo sapiens), P08173; CHO-hM4 cells, ACh EC80; inhibition, % at 3 µM; 360,000 compounds, 0.73% hits; AID 624125, 2012;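 active means inhibition above its plate's cutoff, the mean inhibition of sample wells plus 3 SD, cut at about 27% in these data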;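 further: 0% = acetylcholine EC80 with DMSO and 100% = DMSO without agonist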
M5 ag – human M5 muscarinic receptor agonists, primary screen, CHO-K1 cells, Fluo-8 calcium fluorescence; 360,000 compounds, 0.19% hits; Muscarinic acetylcholine receptor M5 (Homo sapiens), P08912; CHO-K1 hM5 cells; 0% DMSO wells, 100% maximal acetylcholine response; activation, % at 3 µM; AID 624037, 2012;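 active means activation above the run's mean over test compounds plus 3 SD, cut at about 23% in these data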;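 further: signal is peak over basal fluorescence ratio across the kinetic read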
CHRM5 PAM – human M5 muscarinic receptor positive allosteric modulators, primary screen, CHO-K1 cells, Fluo-8 calcium fluorescence; Muscarinic acetylcholine receptor M5 (Homo sapiens), P08912; CHO-K1 hM5, ACh EC20 PAM; 0% = ACh EC20, 100% = ACh EC100; activation, % at 3 µM; 360,000 compounds, 0.3% hits;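 active means activation above the run cutoff, the mean activation of all test compounds plus 3 SD, cut at about 18% in these data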
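system = human M5 receptor in CHO-K1 cells | compound = one concentration, 3 µM final (nominal) | schedule = Post-acetylcholine fluorescence recording 140 s | signal = Fluo-8 calcium dye fluorescence, kinetic read | benchmarks = low control EC20 acetylcholine (0%), high control EC100 acetylcholine (100%) | repeats = singlicate, one well per test compound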
CRFBP-R2 agonist – agonists of CRF-BP/CRF-R2 complex, primary screen, cell-based, HEK293, calcium dye fluorescence, uHTS; calcium dye fluorescence (FLIPR); percent of saturating CRF peptide response; AID 588473, 2011; 350,000 compounds, 0.46% hits; activation, % at 13.2 µM;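 active means activation of at least 50%, plus an integration ratio under a set limit after plate pattern correction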;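 further: plate controls were neutral control wells without compound for no effect and CRF at EC100 for full effect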
The depositor's hits bear a star; / = no result given.

CHRM4 PAM	CRFBP-R2 block	CHRM5 antagonist	IDE inh	CHRM4 agonist	CHRM4 antagonist	M5 ag	CHRM5 PAM	CRFBP-R2 agonist	SMILES
-7	-17	6	-4	-1	7	0	2	0.3	O=C(NCC1CCCO1)C(=O)N/N=C/c1cc(Cl)ccc1O (configuration not stated)
6	-5	-3	7	1	4	-8	9	1.3	O=C(Nc1ccc(Br)cc1F)C1CCCO1 (configuration not stated)
0	-11	3	7	0	-1	2	-1	2.8	Cc1ccc(NC(=O)CNC(=O)C2CCCCC2)nc1
2	-4	-1	0	4	-6	1	1	-0.3	O=C(c1cc(-c2ccc(Cl)c(Cl)c2)on1)N1CCOCC1
2	-6	-2	/	1	-4	1	0	-0.1	CC1CCCCC1NC(=O)CN1CCC(NC(=O)C(C)(C)C)CC1 (configuration not stated)
5	30	-5	7	1	-13	0	-5	1.0	Cc1nn(Cc2c(Cl)cccc2Cl)c(Cl)c1/C=C/C(=O)OCC(=O)NCC(F)(F)F
10	11	2	2	1	-2	-5	-4	-1.5	COc1ccccc1NC(=O)c1nc[nH]c1C(=O)Nc1ccccc1OC
-2	11	-4	-7	-1	6	-3	-5	1.4	CCn1nc(C(=O)Nc2cccc(C(F)(F)F)c2)c(Cl)c1Cl
1	20	-2	5	0	-3	2	-5	-1.3	CC(=O)N1CCN=C1SCc1ccc(F)cc1
4	8	-5	-7	1	-12	-1	0	-0.5	Cc1ccc(S(=O)(=O)NCC(=O)N2CCN(c3ccccc3F)CC2)cc1
-6	6	4	7	1	-6	0	1	-2.3	CCOCCCNC(=O)c1cc2c(=O)n3ccccc3nc2s1
11	/	7	/	3	-7	1	-1	/	Cc1cccc(C)c1NC(=O)C(c1ccnc2ccccc12)N1CCN(CCN(C)C)CC1 (configuration not stated)
-4	16	5	4	11	-2	3	-10	-0.5	O=C(Nc1ccc(F)cc1)Nc1ccc2c(c1)OCO2
3	-9	2	5	1	3	0	3	0.0	O=C(CCNC(=O)c1ccco1)NCCc1c[nH]c2ccccc12
2	-6	-4	0	0	-6	-3	6	-2.0	COc1cc(OC)cc(C(=O)N2CCN(C(=O)c3ccc(OC)c(OC)c3)CC2)c1
5	-12	6	-2	5	15	-7	1	-0.7	COc1ccc(C[C@H]2CN3C(=NC[C@@H]3Cc3ccccc3)N2CCNC(=O)c2ccc(C)c(Br)c2)cc1
6	7	-7	2	6	-8	-2	14	-0.8	O=C(COC(=O)CCC(=O)c1ccc(Cl)cc1)NCc1ccc(F)cc1
4	24	4	1	-1	1	-3	2	-3.2	S=c1[nH]nc(COc2ccccc2)n1/N=C/c1cccc(Br)c1
0	10	6	0	1	5	-4	-5	-0.8	COc1ccc(CNC(=O)CCn2c(=O)c3cccn3c3ccc(F)cc32)cc1
26*	-10	3	1	11	24	-11	0	-0.3	Cn1c(SCc2c(Cl)cccc2Cl)nnc1-c1ccc2nonc2c1
-10	4	13	0	1	8	-10	-4	0.1	CC(C)C(c1nnnn1Cc1ccc(F)cc1)N1CCN(C2CCCC2)CC1 (configuration not stated)
-3	2	6	1	1	-6	-2	2	0.0	NC(=O)c1ccc(N2CCNC(=O)C2)c([N+](=O)[O-])c1
-4	-6	-1	3	1	5	-1	-2	-0.3	CCN(CC)S(=O)(=O)c1cc([N+](=O)[O-])ccc1N=Nc1c(O)[nH]c2ccccc12
-5	47	8	-3	1	7	-4	-3	-1.0	Cc1nnc(SCC(=O)N2CC(=O)Nc3ccccc32)n1Cc1ccccc1
8	0	-1	-2	1	5	1	1	1.7	COC(=O)c1ccc(N2C(=O)CC(SCCN)C2=O)cc1 (configuration not stated)
-6	-30	1	4	1	-1	-2	-5	1.9	CC(=O)Nc1ccc(S(=O)(=O)N(CC(=O)O)Cc2ccccc2)cc1
-2	-57	8	/	2	5	-2	-5	85*	O=C(O)C(c1ccccc1)N1C(=O)/C(=C\c2ccc(-c3ccc(Br)cc3)o2)SC1=S (configuration not stated)
-4	8	7	7	4	-5	10	5	1.0	O=C(O)CC1(CC(=O)Nc2ccc(F)c(Cl)c2)CCCCC1
6	3	17	2	0	-10	-1	-4	0.7	Cc1ccc(NC(=O)N2CCCC2C(=O)NCC2CCCCC2)cc1 (configuration not stated)
9	/	-2	/	0	-17	-1	2	/	CC1(C(=O)NS(=O)(=O)c2ccc(C#N)cc2)CCN1C(=O)CC1CCCC1 (configuration not stated)
8	2	10	1	2	-6	-2	-7	-0.7	COc1ccc2nc(NC(=O)C34CC5CC(CC(NC(C)=O)(C5)C3)C4)sc2c1
5	3	-4	-5	0	-2	-1	3	-0.7	O=[N+]([O-])c1ccc(Cl)cc1N1CCCC1
-7	1	16	0	18	8	4	-12	0.2	CCC(C)NC(=O)c1cc(CC(C)C)on1 (configuration not stated)
-2	-7	13	1	1	14	-6	-2	0.0	Cc1ccc2c(C)c(C(=O)N(C)Cc3nccn3C)oc2c1C
5	-8	3	7	1	-8	-7	3	1.6	CCCN(CCC(=O)Nc1ccccc1F)CC1CC1
13	18	-5	1	0	0	-1	1	-1.3	CC(=O)Nc1cccc(N(C)C)c1
1	-33	-1	7	-1	4	2	-6	0.4	C=CCSc1nnc(NC(=O)c2cccc(S(=O)(=O)N(C)c3ccccc3)c2)s1
-10	-5	-1	5	0	-1	-5	-1	0.6	CSc1nc(N)nc(C(C)C)n1
-2	/	10	/	10	5	0	-2	/	COc1cc(CNc2ncnc3c2ncn3[C@H]2CN(Cc3ccc(-c4ccccc4)cc3)C[C@@H](CO)O2)cc(OC)c1OC
-1	-9	-9	6	1	-7	0	3	0.1	O=C(c1cnc(N2CCN(c3ccccn3)CC2)c2ccccc12)N1CCN(c2cccc(Cl)c2)CC1
11	-2	7	5	1	-11	0	-2	-1.6	O=C(CSc1cccc[n+]1[O-])Nc1ccc(Br)cc1Br
2	14	-5	3	0	-3	0	-2	-1.1	CC(=O)NCCOc1nc(N(C)C)nc(N2CCCCC2)n1
-2	-4	7	-2	1	6	-4	-3	-0.2	CCOC(=O)C1=NNC(C(=O)c2ccc(OC)cc2)C1c1ccccc1 (configuration not stated)
4	-110	-1	-3	2	-2	2	-3	-1.6	N#C/C(=C\c1cccnc1)C(=O)NC1CCCCC1
14	5	-1	2	0	6	1	-3	-2.2	CC(=O)Nc1ccc2c3c(cccc13)CC2
1	-15	13	/	24	16	9	0	2.6	O=CNc1ccc2c3c(cccc13)-c1ccccc1-2
-6	-3	-2	4	-1	12	-6	6	-1.4	Cc1cc(C)n(-c2nc(C)nc3sc4c(c23)CCC(C)C4)n1 (configuration not stated)
7	1	-2	-1	-1	5	-4	-1	-2.4	CC(C)=CCSc1nnc([C@@H](NC(=O)OC(C)(C)C)C(C)C)o1

2 entries from above in another layout:
Values in the order: CHRM4 PAM, CRFBP-R2 block, CHRM5 antagonist, IDE inh, CHRM4 agonist, CHRM4 antagonist, M5 ag, CHRM5 PAM, CRFBP-R2 agonist
> O=CNc1ccc2c3c(cccc13)-c1ccccc1-2
→ 1, -15, 13, /, 24, 16, 9, 0, 2.6
> Cc1cc(C)n(-c2nc(C)nc3sc4c(c23)CCC(C)C4)n1 (configuration not stated)
→ -6, -3, -2, 4, -1, 12, -6, 6, -1.4

(further entries)
CHRM4 PAM	CRFBP-R2 block	CHRM5 antagonist	IDE inh	CHRM4 agonist	CHRM4 antagonist	M5 ag	CHRM5 PAM	CRFBP-R2 agonist	SMILES
-1	-10	0	-4	2	3	2	-4	-0.6	COc1cc2c(cc1OC)CN(C(=S)NC(=O)c1ccccc1)CC2
3	13	1	1	0	-18	-7	0	-1.2	O=C(/C=C/c1c(F)cccc1Cl)NCc1ccco1
3	4	8	-3	1	1	-2	-2	0.4	CCc1ccccc1NC(=O)Nn1cnnc1
3	3	-1	6	0	-11	-2	-3	-4.3	FC(F)(F)c1nc2ccccc2nc1N/N=C\c1ccccc1
-2	-10	4	0	0	7	-1	-4	-1.5	CC(C)OCC(O)CSc1ccccn1 (configuration not stated)
5	1	9	4	0	-8	-4	-2	-1.4	Cc1ccc(C(=O)N/C(=C/c2ccccc2F)C(=O)NCCCn2ccnc2)cc1
0	14	1	-13	0	2	0	-6	-0.3	Cc1[nH]n(-c2ccc([N+](=O)[O-])cc2)c(=O)c1C=NCCN1CCN(C(=O)c2ccc(F)cc2)CC1
-29	-11	12	4	37*	4	9	-12	0.1	COC(=O)C1=C(C)NC2=C(C(=O)CCC2)C1c1ccc(-c2ccsc2C(=O)OC)o1 (configuration not stated)
-1	5	4	5	1	0	-3	-3	0.5	CC(NC(=O)CN(C)S(=O)(=O)c1cccc2nsnc12)c1ccccc1 (configuration not stated)
11	-21	-8	5	0	-5	-2	5	2.5	CC1CCN(c2ccccc2NC(=O)c2cc3ccccc3o2)CC1
-5	-27	4	/	21	-8	18	1	71*	Cc1cccc(NC(=S)NC(=O)Cc2ccccc2)c1C
7	9	-5	/	0	8	0	5	1.0	COc1cc(OC)c(C(=O)NNC(=O)c2ccc(NS(=O)(=O)c3cccs3)cc2)cc1OC
-2	-8	-7	0	1	7	-2	3	-0.5	O=C(Cn1ncc2c([nH]c3ccccc32)c1=O)Nc1cccnc1
1	1	-6	4	0	-1	-2	-3	-1.4	CCSc1nc2c(c(=O)[nH]1)C(c1cccnc1)C(C(=O)OC)=C(C)N2 (configuration not stated)
-3	-11	5	-2	0	8	-2	-6	-1.1	O=C(/C=C\c1ccco1)Oc1cccc2cccnc12
-8	-18	-4	-2	1	-12	2	5	-3.5	COc1ccc(N2CC(O)=C(c3nc(-c4ccccc4)cs3)C2=N)cc1
-5	21	1	-1	0	1	-2	3	-2.0	Cc1cc(O)c(N)c(C)c1Cl
-7	2	7	4	3	-1	0	-2	0.8	Cc1nc(N2CCN(S(=O)(=O)c3ccc(F)cc3)CC2)c2c(-c3cccs3)csc2n1
6	-4	-8	1	2	-2	-2	1	0.3	CC(OC(=O)c1nsc(Cl)c1Cl)C(=O)NC1CCCCC1 (configuration not stated)
-1	-6	-6	/	0	-10	0	8	0.3	CCOc1ccc(CN2CCSCC2)cc1
2	-2	8	1	0	9	2	-2	0.2	C=CCNc1nnc(SCC(=O)N2CCC(C(N)=O)CC2)s1
0	-27	-2	-2	1	-7	-3	3	2.9	CC(C)c1cc(C(=O)OCC(=O)NC(=O)NCc2ccco2)c(O)c(C(C)C)c1
-13	-16	3	10	0	-6	-3	-3	1.1	CCC(C)N1C(=S)SC(C)(C)C1N(O)C(=O)NC1CCCCC1 (configuration not stated)
